# HIF act: HIF pathway transcriptional activation; U2OS HRE-luciferase reporter, luminescence; normalized: DMSO 0%, desferrioxamine 100%; activation, % at 7.5 µM (by protocol); 300,000 compounds, 0.32% hits;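 active = mean activation of at least 10% of the iron chelator positive control signal, with at least half of replicates also reaching 10%; inconclusive = mean and replicate majority disagree about reaching 10%; inactive = mean and most replicates under 10%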
# HSP90 refold inh: inhibitors of HSP90 luciferase refolding in rabbit reticulocyte lysate | luciferase refolding luminescence, 3 h | inhibition, % at 5.6 µM | 290,000 compounds, 0.91% hits | AID 1789;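 active = inhibition above the screen-wide mean plus 3 SD, computed separately per campaign, cut at about 16% in these data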;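 also: 0% = DMSO wells and 100% = 60 µM geldanamycin wells; inhibitors lower the luminescence because luciferase stays unfolded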
# KLF5 inhibitor: suppresses KLF5 promoter-driven expression | DLD-1 KLF5 promoter-luciferase reporter, luminescence | inhibition, % at 5 µM | 290,000 compounds, 0.23% hits | AID 1700;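 active = inhibition above a per-plate limit of that plate's mean compound inhibition plus 3 SD, cut at about 60% in these data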;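 also: 0% = DMSO wells and 100% = LY294002 at 200 µM; higher means less KLF5 promoter-driven luciferase light; inactives centre near -14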
# Platelet DG rel: modulates dense granule release in human platelets | AID 1663 | 300,000 compounds, 0.22% hits | human platelet-rich plasma, SFLLRN dense granule ATP release, luminescence | inhibition, %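 (compounds screened at 7.5 µM in platelet-rich plasma)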;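 active = mean replicate score, as percent of positive control, at or above 50; inconclusive = mean below 50 but at least one replicate at or above 50; inactive = mean and every replicate below 50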
# IEC-6 cytotox: kills IEC-6 intestinal cells in KLF5 counter-screen; IEC-6 cytotoxicity, luminescence viability; inhibition, % at 5 µM; 290,000 compounds, 0.78% hits; in the data active = inhibition above about 22%;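 also: 0% = plate median of test compound wells and 100% = cytotoxic reference compound wells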
# AI-2 QS modul: Vibrio harveyi AI-2 quorum sensing modulation; Vibrio harveyi JMH597 AI-2 luminescence/OD600 ratio, 9 h; hits give low values; strain lacks LuxN and CqsS sensors; 0 = neutral-control median; activity change, % at 7.5 µM; 300,000 compounds, 0.4% hits; AID 2094; in the data active = activity change below about -75%, passing the limit was not always enough; inconclusive = no clear call, values can overlap the other calls;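 also: luminescence divided by OD600 gain over 9 h not by final OD600 alone; inactives centre near 13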
# HDAC3 inhib: inhibitors of human histone deacetylase 3; O15379; recombinant HDAC3, fluorogenic peptide/trypsin coupled, fluorescence; inhibition, % at 8.3 µM; 320,000 compounds, 0.15% hits; AID 2718; in the data active = inhibition above about 26%, passing the limit was not always enough; inconclusive = no clear call, values can overlap the other calls
# Target sequence (O15379 whole entry, looked up): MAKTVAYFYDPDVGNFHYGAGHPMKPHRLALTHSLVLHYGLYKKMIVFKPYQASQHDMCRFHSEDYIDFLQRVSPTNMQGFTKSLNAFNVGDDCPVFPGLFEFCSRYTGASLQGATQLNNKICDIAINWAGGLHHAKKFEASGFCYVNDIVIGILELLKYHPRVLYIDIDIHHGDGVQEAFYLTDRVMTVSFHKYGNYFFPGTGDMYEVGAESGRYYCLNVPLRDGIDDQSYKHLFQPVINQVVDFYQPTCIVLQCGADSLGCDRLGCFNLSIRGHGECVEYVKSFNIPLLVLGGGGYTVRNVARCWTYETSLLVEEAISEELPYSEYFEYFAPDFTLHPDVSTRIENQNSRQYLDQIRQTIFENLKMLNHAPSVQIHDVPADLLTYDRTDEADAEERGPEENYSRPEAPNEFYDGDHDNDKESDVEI
# HSF-1 act: increases HSF-1 driven luciferase reporter signal. NIH3T3-HGL HSF-1 luciferase reporter, MG132, 8 h; 100% = twice DMSO control signal. activation, % at 9 µM. 300,000 compounds, 1.7% hits. AID 504408;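 active = mean replicate activation of at least 50% with a set share of replicates each reaching 50%; inconclusive = only one of those two conditions met; inactive = mean below 50% and too few replicates reaching it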;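 also: 0% = median of the neutral control wells and 100% = twice that signal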
# HSF1 inh: HSF1 inhibition. 300,000 compounds, 0.77% hits. activity change, negative = inhibition, % at 7.5 µM (by protocol). NIH3T3-HGL HSE-luciferase, MG132-induced, luminescence 8 h; hits give low values;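 active = more than half of replicate wells show activity change below -50%, luminescence cut by over half; inconclusive = some wells, but at most half, below -50%; inactive = no replicate well below -50%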;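 also: luciferase reports HSF-1 transcriptional activity via heat shock element; 0% = median of DMSO wells and -100% = zero luminescence signal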
# aSyn 5UTR inh: 5' untranslated region of α-synuclein, MLPCN primary screen; alpha-synuclein 5'UTR reporter, inhibitor activity; inhibition, % (tested at 7.5 µM); 300,000 compounds, 0.82% hits; AID 1813; in the data active = inhibition above about 60%; inconclusive = no clear call, values can overlap the other calls;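 also: H4 neuroglioblastoma cells stably carrying SNCA 5'UTR luciferase fusion; 0% = DMSO wells and 100% = positive control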
# An asterisk follows results filed as active; ? = inconclusive; · = not tested or not shown.
SMILES,HIF act,HSP90 refold inh,KLF5 inhibitor,Platelet DG rel,IEC-6 cytotox,AI-2 QS modul,HDAC3 inhib,HSF-1 act,HSF1 inh,aSyn 5UTR inh
Cc1sc2nc(C(C)C)nc(SCC(=O)NC3CC3)c2c1C,-2.1,-2,-22,-18,-1,11,0,13,13,23
CC(C(=O)NC(C)(C)C)N(C(=O)CS(=O)CC(=O)Nc1ccc(F)cc1)C1CCCC1 (stereo unspecified),0.2,-6,-9,3,-1,4,1,-21,-2,8
O=C(Nc1cccc(Cl)c1)Nc1cc(S(=O)(=O)N2CCCCC2)ccc1Cl,-0.2,-2,-25,-4,4,11,-1,3,6,10
CC(C)CCOP(=O)(c1ccc(N(C)C)cc1)C(O)c1ccc(N(C)C)cc1 (stereo unspecified),-0.3,2,-32,1,6,-6,-6,-9,6,-2
COc1ccccc1N1CCN(C(CNC(=O)c2ccc3c(c2)OCO3)c2cccnc2)CC1 (stereo unspecified),0.5,6,-56,24,-3,2,16,15,0,-24
COc1ccc(CNC(=O)CN2C(=O)CSc3ccc(S(=O)(=O)N4CCOCC4)cc32)c(OC)c1,-0.2,-1,-28,-1,0,27,1,4,-2,17
CCOc1ccccc1C(=O)Nc1nnc(Cc2ccc(OC)c(OC)c2)s1,-0.5,-1,-5,6,-7,4,2,-12,-1,43
Cc1ccc(S(=O)(=O)NNC(=O)c2cc3cc4ccccc4nc3s2)cc1,0.1,0,-4,-4,0,-6,-4,24,6,-33
COc1ccc([N+](=O)[O-])cc1NC(=O)C1CCCNC1=O (stereo unspecified),-7.9,-1,8,-3,5,13,-1,-23,-13,-21
CCOC(=O)C1(C)Oc2ccc(S(=O)(=O)CC)cc2NC1=O (stereo unspecified),-0.4,-3,-7,0,-1,20,1,-17,-3,16
O=C(COc1cccc2ccccc12)NCc1cccnc1,0.1,2,-7,-2,8,26,-5,7,2,-12
CCN(CC)CCOC(=O)c1ccccc1Br,-0.6,-4,1,0,0,24,0,10,0,-1
CN(C(=O)COC(=O)c1cc(S(=O)(=O)N2CCCCC2)ccc1N1CCOCC1)C1CCS(=O)(=O)C1 (stereo unspecified),-0.4,3,-5,2,-3,-4,2,7,-5,-3
COC(=O)c1ccc(CN2CCc3ccccc32)cc1,-14,-5,-24,9,2,10,6,10,2,-21
COc1ccccc1N1CCN(C(=O)CCS(=O)(=O)c2ccc3c(c2)oc(=O)n3C)CC1,-0.2,2,-6,4,1,36,-4,0,0,1
CCCN1CCC(=O)N(CCOc2ccccc2)CC1,0.0,0,-19,2,3,18,2,12,1,-8
O=C(c1cn(-c2ccccc2)nc1-c1ccccc1)N1CCN(c2ccccn2)CC1,4.4,-2,-24,2,1,25,1,4,2,-20
Cc1nc(N2CCOCC2)nc(OCCN2CCOCC2)c1[N+](=O)[O-],0.0,1,-8,-6,-1,16,1,29,4,-3
CCOc1cc(-c2nnc(NC(=O)C3=COCCO3)o2)cc(OCC)c1OCC,-2.2,·,·,·,·,24,-2,-8,0,6
CC(C)(C)NCC(=O)N/N=C/c1ccc(OCc2ccccc2)cc1,1.5,-1,-50,9,-2,39,5,18,-6,-72
O=C(CSc1ccc(F)cc1)N1CCN(S(=O)(=O)c2ccccc2)CC1,-1.0,-2,-3,1,-1,21,-1,3,-3,-11
CCc1nc2cccnc2n1-c1ccc(CC(=O)NCCOC)cc1,-2.5,-2,-28,-2,-2,9,0,-9,-13,2
C/C(=N\NC(=O)c1ccc(Cn2cc([N+](=O)[O-])cn2)o1)c1cccc(NC(=O)c2cccnc2)c1,0.1,1,9,-8,3,31,3,-10,-8,21
O=C(Nc1ccc(S(=O)(=O)NCc2cccnc2)cc1)c1ccccc1Cl,-0.1,-6,1,-10,-2,20,-4,-4,-11,4
COc1ccc(S(=O)(=O)N2CCOC2CNC(=O)C(=O)NCCN(C)C)cc1 (stereo unspecified),-0.5,-2,-4,1,0,25,-3,-9,2,12
O=C(O)CC(c1cccc(Cl)c1)n1cccc1 (stereo unspecified),-3.1,1,2,-4,-2,-3,-4,5,-9,9
CSc1ccc(/C=N\NC(=O)CNc2ccc(C)cc2)cc1,0.0,-3,-1,6,-8,31,?,-2,-8,0
CSc1ccccc1C(=O)NCCSc1ccccc1,3.3,3,-38,1,-4,10,5,-4,2,-66
Cn1c(-c2ccc(N)cc2)nc2ccccc21,·,1,-106,·,3,·,-35,·,·,·
Cn1ncc2c1ncn1nc(COc3ccc4ccccc4c3)nc21,-1.4,-1,-13,0,-4,16,2,-3,-5,22
Cc1ccc(NC(=O)c2ccccc2CCc2ccccc2)c(C)c1,-0.2,-1,-10,-8,-4,4,-2,-1,-11,17
NC(=O)c1sc2nc(N3CCOCC3)c3c(c2c1N)CCCC3,-1.4,1,-21,-1,-10,29,9,15,2,25
O=C(CCl)c1ccc(Cc2ncc(C(F)(F)F)cc2Cl)s1,-0.8,0,21,3,3,18,2,20,11,13
C=CC(=O)NC(NC(=O)C=C)c1ccccc1F,0.4,1,34,0,0,9,·,5,5,-29
COC(=O)c1c(-c2ccc(C(C)(C)C)cc2)csc1NC(=O)C1C2CCC(O2)C1C(=O)O (stereo unspecified),0.2,-7,-14,6,3,25,12,-6,-6,-23
Cc1ccc(Cl)c(OC(=O)Cn2cnc3c2c(=O)n(C)c(=O)n3C)c1,-0.4,0,-10,0,-2,14,?,-1,1,-5
O=C(NC(=S)Nc1ccc(S(=O)(=O)Nc2nccs2)cc1)c1ccccc1F,-0.3,3,-18,1,6,30,2,9,-2,-7
O=C(c1ccc(F)cc1)C1CCN(C(=S)Nc2ccc(F)cc2)CC1,-4.8,1,-12,-6,7,-4,-1,-2,-1,11
CN(C(=O)CCN1C(=O)/C(=C/c2ccccc2F)SC1=S)C1CCS(=O)(=O)C1 (stereo unspecified),-1.3,-2,-16,12,0,24,3,-3,0,-18
O=[N+]([O-])c1cccc(S(=O)(=O)NCC2CC3CCC2C3)c1 (stereo unspecified),-22,0,-34,-6,-1,4,2,48,5,4

# The closing 2 entries of the part above lead into the next.
SMILES,HIF act,HSP90 refold inh,KLF5 inhibitor,Platelet DG rel,IEC-6 cytotox,AI-2 QS modul,HDAC3 inhib,HSF-1 act,HSF1 inh,aSyn 5UTR inh
CN(C(=O)CCN1C(=O)/C(=C/c2ccccc2F)SC1=S)C1CCS(=O)(=O)C1 (stereo unspecified),-1.3,-2,-16,12,0,24,3,-3,0,-18
O=[N+]([O-])c1cccc(S(=O)(=O)NCC2CC3CCC2C3)c1 (stereo unspecified),-22,0,-34,-6,-1,4,2,48,5,4
Cc1cccc(-c2nsc(SCC(=O)Nc3cc(C)on3)n2)c1,2.2,3,-24,17,-1,23,-6,22,3,-55
COc1ccc(C(C)=O)cc1CSc1nncn1-c1ccccc1,-4.4,2,1,19,7,19,1,-6,-5,18
Fc1ccc(-c2[nH]ncc2CN(CC2CCC2)CC2CCCO2)c(F)c1 (stereo unspecified),0.0,3,-22,2,-1,15,-7,9,-2,26
N#CCCn1c(SCC(=O)NCCc2ccc(F)cc2)nc2ccccc21,·,2,-33,·,7,39,-9,·,·,·
COc1ccc(-n2nc(C(=O)NCC(=O)N3CCN(c4ccccc4F)CC3)c3ccccc3c2=O)cc1OC,1.5,6,-45,10,-4,26,-2,24,-5,-48
CSCCCN1CC[C@@H](N2CCN(c3ccccc3F)CC2)[C@H](O)C1,-18,1,-29,1,-2,7,0,1,-10,-4
Cc1cc(C)[n+](-c2ccc(Oc3ccccc3)c(S(=O)(=O)[O-])c2)[nH]1,0.0,8,12,18,-1,17,9,15,0,-16
CC(=O)Cc1ccccc1OCC(=O)O,0.1,2,-21,-2,2,14,3,3,-1,13
COc1ccc(OC)c(NC(=O)COC(=O)c2cc3c(s2)CCC3)c1,0.0,-4,7,4,2,10,-2,5,-2,-19
CN(Cc1ccccc1)S(=O)(=O)c1ccc(N2CCOCC2)nc1,3.1,4,10,-7,2,-13,6,33,6,1
O=S(=O)(Nc1ccccc1C(F)(F)F)c1ccc(-c2ccccn2)s1,0.1,0,-30,3,-1,47,2,19,-3,-6
CC(C)CN(CC(C)C)S(=O)(=O)N1CCC(C(=O)NCc2ccc3c(c2)OCO3)CC1,-0.3,3,-17,4,1,19,5,39,9,31
CCc1ccc(Nc2cc(C)nc3ncnn23)cc1,-0.4,-3,-7,3,-6,-7,1,-1,4,11
C=C1c2ccccc2NC(=O)N1c1ccc(OC)cc1,-0.1,0,-23,-2,3,10,4,12,-1,-10
CCCCn1c(N)c(N(CCC(C)C)C(=O)c2[nH]c(C)c(C(=O)OCC)c2C)c(=O)[nH]c1=O,-0.2,·,·,-1,·,68,2,2,-3,2
COC(=O)C[C@H]1c2cc(F)ccc2S(=O)(=O)N1C(C)C,1.4,·,·,7,·,29,-6,-8,-3,10
CN1C(=O)C(C)(C)c2cc(S(=O)(=O)N3CCC(C(=O)Nc4ccc(Cl)cc4)CC3)ccc21,-0.1,5,-14,-5,-2,6,4,-4,1,21
COc1ccc(CNS(=O)(=O)c2cc3c(cc2C)N(C)CCO3)cc1,1.7,6,3,-6,10,19,-8,12,0,-65
Cc1ccc(N(CC(=O)NCc2ccccc2)S(=O)(=O)c2c(C)noc2C)cc1,0.3,3,1,17,8,·,-1,-8,1,-13
COc1cccc(C(=O)Nc2cc(C)ccc2NC(=O)COc2ccccc2)c1,0.0,-3,-11,4,5,6,1,8,9,7
C=CCNc1oc(-c2ccc(OC)cc2)nc1C#N,1.7,-4,-123,-6,4,-1,-12,11,12,-135
CNC(=O)/C(C#N)=C/c1cn(CC(=O)NCc2ccco2)c2ccccc12,-0.8,-2,6,8,6,22,-2,-9,-5,12
CC(NC(=O)c1ccccc1)c1nnc(SCC(=O)NC2=NCCS2)n1C (stereo unspecified),-1.4,1,-14,-18,3,10,-3,30,0,-7
O=c1c(Cc2ccc(F)cc2)c(O)ccn1Cc1ccco1,0.3,-2,-8,-2,1,13,1,0,-5,-11
NC(=O)C1CCN(CC(O)COc2ccc(-c3ccccc3)cc2)CC1 (stereo unspecified),-12,2,-27,-4,1,-2,-2,1,-6,14
OC(CNCc1ccco1)Cn1c2ccccc2c2ccccc21 (stereo unspecified),0.0,1,8,-10,6,30,-3,18,7,-11
O=C(CC1SC(=Nc2ccccc2)N(CCc2ccccn2)C1=O)Nc1ccc(F)cc1 (stereo unspecified),-0.3,1,0,-1,-2,16,1,6,-4,-1
O=C(NCc1ccccn1)C1CC(c2ccc(F)cc2)=NO1 (stereo unspecified),-0.1,2,-39,-6,-3,12,-12,-15,0,-3
CCc1nnc(NC(=O)[C@@H](NC(=O)c2cccc(S(=O)(=O)N3CCOCC3)c2)C(C)C)s1,-0.3,3,-18,5,-4,5,5,-11,-4,13
Cc1nc(-c2ccc(S(=O)(=O)N3CCN(CCc4ccccc4)CC3)s2)cs1,0.4,1,-6,11,-1,8,·,-17,-12,14
O=C(CCCC(=O)N(CC(=O)NC1CCCC1)Cc1ccccc1Cl)Nc1ccccn1,-0.7,0,-53,2,2,14,-1,9,2,15

# Assay outcomes as filed in PubChem.
